Assay outcomes deposited in PubChem by National Center for Advancing Translational Sciences (NCATS).
USP1-UAF1 inh = blocks the human USP1/UAF1 deubiquitinase complex; recombinant USP1/UAF1, Ub-Rhodamine cleavage fluorescence; Potency, µM (top dose mostly 57.1 µM), for inactives: at the top dose activity change, negative = inhibition, actives largely listed as inhibitors; 390,000 tested, 0.23% active; note: potency is the fitted concentration of half-maximal effect; % is set by controls: 0 for no effect and ±100 for the full control effect; nearly all actives have a fitted effect of over 60% in size; inactives centre near -12
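High-throughput fluorogenic screen: 1nM USP1/UAF1 complex, Ub-Rho substrate 150nM final, 50mM HEPES pH 7.8 with 0.5mM EDTA, 0.1 mg/ml BSA, 1mM TCEP and 0.01% Tween-20.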
PI4K2A inh = inhibitors of human PI4K2A; activity change, negative = inhibition, % at 76.9 µM; purified PI4K2A, ADP-Glo luminescence, 1 h; active compounds read low; 420,000 tested, 0.13% active; Q9BTU6; in the data active = activity change below about -50%; inconclusive = mostly about -30% to -49%;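 note: -100% = wells without enzyme as full effect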
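Compounds are screened against recombinant PI4K2A using PI as substrate and ATP, the latter dispensed at 300 microM. Reactions run one hour at ambient temperature before ADP-Glo detection; full inhibition defined by wells lacking enzyme.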
PGK inhibitor = inhibitors of T. brucei phosphoglycerate kinase; PGK/GAPDH coupled, Kinase-Glo luminescence, 60 min; Potency, µM (series often up to 57.5 µM), for the others: at the highest dose activity change, negative = inhibition, hits mostly inhibitors; 380,000 tested, 0.043% active; AID 602233; note: potency is the fitted concentration of half-maximal effect; % is set by controls: 0 for no effect and ±100 for the full control effect; nearly all actives have a fitted effect of over 60% in size
Target sequence (P07378 whole entry, looked up): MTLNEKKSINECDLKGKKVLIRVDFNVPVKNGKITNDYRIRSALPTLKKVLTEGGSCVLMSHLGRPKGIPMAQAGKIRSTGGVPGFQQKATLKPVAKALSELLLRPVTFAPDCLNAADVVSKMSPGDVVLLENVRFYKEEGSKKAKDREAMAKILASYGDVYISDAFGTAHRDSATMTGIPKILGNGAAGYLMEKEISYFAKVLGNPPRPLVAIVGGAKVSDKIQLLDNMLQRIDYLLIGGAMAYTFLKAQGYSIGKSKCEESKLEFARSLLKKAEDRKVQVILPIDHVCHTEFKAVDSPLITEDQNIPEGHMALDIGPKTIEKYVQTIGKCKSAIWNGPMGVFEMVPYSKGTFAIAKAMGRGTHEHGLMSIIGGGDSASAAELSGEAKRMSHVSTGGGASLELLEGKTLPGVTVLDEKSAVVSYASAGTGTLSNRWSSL
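Recombinant glycosomal PGK reaction used 1,3-bisphosphoglycerate generated in-well by GAPDH (100nM final) in 100mM TEA pH 7.6, 5mM MgCl2, 0.01% Tween-20. After 60 minutes at room temperature, ATP was read by Kinase-Glo Plus luminescence end-point.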
TrxR1 substrate = rat thioredoxin reductase 1 substrate activity; AID 588456; 390,000 tested, 0.01% active; purified TrxR1 substrate turnover, NADPH consumption readout; Potency, µM (doses to about 114 µM), for inactives: top-dose activity change, negative = substrate turnover; note: potency is the fitted concentration of half-maximal effect; % is set by controls: 0 for no effect and ±100 for the full control effect; nearly all actives have a fitted effect of over 50% in size
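Rat TrxR1, dispensed at 90 nM, was prereduced with 400 uM NADPH (final) for 5 min at ~22 deg C, then incubated with compound 15 min before 400 uM selenite. A first-read NADPH fluorescence drop versus no-compound background flagged substrates.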
rTrxR1 inhibitor = blocks rat thioredoxin reductase 1; O89049; recombinant rTrxR1, NADPH fluorescence consumption, selenite substrate; Potency, µM (top dose mostly 114 µM), without a hit: at the top dose activity change, negative = inhibition, most hits filed as inhibitors; 390,000 tested, 1% active; note: potency is the fitted concentration of half-maximal effect; % is set by controls: 0 for no effect and ±100 for the full control effect; nearly all actives have a fitted effect of over 65% in size
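Rat TrxR1 (90 nM in the dispensed reagent) was pre-reduced with 400 uM NADPH for 5 min at room temperature, then incubated with compound for 15 min. After 400 uM selenite was added, NADPH fluorescence (Ex 340/Em 450 nm) was followed for 8 min.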
Pin1 inh = human Pin1 inhibition; Q13526; 390,000 tested, 0.009% active; Potency, µM (doses to about 115 µM), for the others: at the highest dose activity, negative = inhibition, most hits filed as inhibitors; AID 504891; Pin1 FP peptide displacement, HiFluor488, 10 min; active = well fitted inhibition curve with a large enough effect in the polarisation, with a control signal flat, not every such curve was filed as active; inconclusive = small, poorly fitted or top-dose-only effect, or effect the other way, or a change in a side signal; inactive = no such curve, though single readings can be large or run the other way; the % refers to the polarisation; note: potency is the fitted concentration of half-maximal effect; % is set by controls: 0 for no effect and ±100 for the full control effect
Target sequence (Q13526 whole entry, looked up): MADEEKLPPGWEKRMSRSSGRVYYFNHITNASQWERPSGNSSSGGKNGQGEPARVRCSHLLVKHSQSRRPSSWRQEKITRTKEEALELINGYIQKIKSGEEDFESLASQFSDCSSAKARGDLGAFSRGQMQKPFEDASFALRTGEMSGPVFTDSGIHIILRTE
mIDH1 inhibitor = inhibitors of human mutant IDH1 R132H | O75874 | IDH1-R132H enzyme, NADPH consumption, diaphorase/resazurin fluorescence | Potency, µM (highest dose often 76.6 µM), inactives show at the highest dose activity change, negative = inhibition, actives largely listed as inhibitors | 390,000 tested, 0.093% active; note: potency is the fitted concentration of half-maximal effect; % is set by controls: 0 for no effect and ±100 for the full control effect; nearly all actives have a fitted effect of over 65% in size
Target sequence (O75874 whole entry R132H, stated change not applied): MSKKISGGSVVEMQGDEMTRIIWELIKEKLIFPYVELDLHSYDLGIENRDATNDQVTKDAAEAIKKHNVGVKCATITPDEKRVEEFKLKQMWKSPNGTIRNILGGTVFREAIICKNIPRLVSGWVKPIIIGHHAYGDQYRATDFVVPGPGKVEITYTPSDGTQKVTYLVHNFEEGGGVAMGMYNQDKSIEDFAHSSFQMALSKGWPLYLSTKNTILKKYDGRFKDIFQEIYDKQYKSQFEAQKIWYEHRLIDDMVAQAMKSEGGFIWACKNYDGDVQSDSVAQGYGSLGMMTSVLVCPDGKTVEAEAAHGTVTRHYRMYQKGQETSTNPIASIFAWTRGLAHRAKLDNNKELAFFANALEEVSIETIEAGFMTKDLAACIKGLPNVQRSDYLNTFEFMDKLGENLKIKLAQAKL
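IDH1-R132H (0.5 ug/mL dispensed) in pH 7.5 Tris buffer was preincubated 30 min with compound, then given a substrate mix of 0.016 mM NADPH and 2 mM alpha-KG for 80 min at room temperature; remaining NADPH was read by diaphorase/resazurin fluorescence.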
GLS inhibitor = glutaminase GLS (human) inhibition | O94925 | GLS enzymatic activity, qHTS titration | 410,000 tested, 0.21% active | Potency, µM (top dose mostly 45.5 µM), for inactives: top-dose activity change, negative = inhibition, usual class: inhibitors; note: potency is the fitted concentration of half-maximal effect; % is set by controls: 0 for no effect and ±100 for the full control effect
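Human kidney-isoform GLS in 45 mM KH2PO4 pH 8.2, 0.02% Tween-20, with compound, started with 1mM L-Glutamine (added stock). Glutamate oxidase/HRP/Amplex red coupled fluorescence read at start and after 30 min at RT.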
HP1b chromo inh = HP1-beta chromodomain-methylated histone interaction inhibition. AlphaScreen HP1-beta / biotin-H3K9me3 peptide binding. 390,000 tested, 0.56% active. Potency, µM (series often up to 114 µM), for inactives: at the highest dose activity change, negative = inhibition, most hits filed as inhibitors; note: potency is the fitted concentration of half-maximal effect; nearly all actives have a fitted effect of over 70% in size; inactives centre near 23
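AlphaScreen: HP1-beta (50 nM) preformed 30 min with biotin-H3(1-18)K9me3 peptide (50 nM) in PBS pH 7.4, 0.01% Tween-20. Compound added for 30 min at RT, then streptavidin donor/nickel chelate acceptor beads (10 ug/mL) for 30 min.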
Active calls of the source: *; i = inactive; ? = inconclusive; & = joins results of further samples; [ ] = another dose, or the depositor's remark. Unless noted, calls come from the whole dose curve; as a rule, active = well fitted curve in the direction sought with a large enough effect; inconclusive = small, poorly fitted or top-dose-only effect, or another doubt; inactive = no such curve, though single readings can be large; an effect the other way counts as inactive or inconclusive. This is a subset; count on the stated rates, not on these rows.

USP1-UAF1 inh,PI4K2A inh,PGK inhibitor,TrxR1 substrate,rTrxR1 inhibitor,Pin1 inh,mIDH1 inhibitor,GLS inhibitor,HP1b chromo inh,smiles
-18%,3,i,-2%,6%,2%,7%,1%,41%[activator],Cc1cccc(NC(=O)C2CCN(S(=O)(=O)c3ccc(Cl)cc3)CC2)n1
-16%,6,-14%,-2%,19%,0%,11%,-5%,28%,COc1ccccc1OCC(=O)Nc1ncc(C)s1
-28%,3,-2%,8%,12%,-4%,14%,2%,30%,CC(C)[C@H](NC(=O)[C@H](CCCN=C(N)N)NC(=O)NC(Cc1ccccc1)C(=O)O)C(=O)NC(C=O)CCCN=C(N)N (stereo partly specified)
-7%,-1,-5%,0%[57.1 µM],1%[57.1 µM],1%,27%,-2%,34%[57 µM],CCOC(=O)C1CCN(C(=O)CSc2n[nH]c(-c3ccccc3Cl)n2)CC1
?,1,-10%,-4%,-20%,?,8%,-6%,14%,C#CCOc1ccc(/C=C2/C(=O)NN(c3ccc(F)cc3)C2=O)cc1OC
-22%,1,-3%,3%,9%,-10%,0%,-4%,36%,Cc1ccc2[nH]cc(CCNC(=O)CN3C(=O)c4ccccc4C3=O)c2c1
-9%,0,0%,-9%,1%,-8%,6%,13%,52%,COc1cccc(C(=O)Nc2ccccc2-c2ccccc2)c1
-18%,-5,-8%,0%,8%,0%,9%,5%,64%[activator],Cc1ccc(CNC(=O)c2ccccc2NC(=O)C2=CSCCO2)cc1
?,-2,-10%,1%,24%,-10%,-1%,-27%,46%[activator],CC1CCC(NC(=O)C(NS(=O)(=O)c2cccc3nsnc23)C(C)C)CC1 (stereo unspecified)
-5%,0,9%,2%,8%,-1%,2%,-6%,2%,CCOC(=O)c1[nH]c(C)c(C(=O)Nc2cc(OC)ccc2OC)c1C
-9%,-2,-3%,-19%[57.1 µM],10%[57.1 µM],-2%,3%,-1%,46%[activator],O=C(COC(=O)c1cc(Cl)nc2ccccc12)c1ccc(Cl)cc1
-14%,0,-4%,-7%,10µM*,66%[activator],14%,3%,?,O=C(/C=C\c1ccc(-c2ccccc2)o1)c1ccccc1
-29%,4,-1%,-3%,13%,?,3%,-15%,59%[activator],Cc1ccc(CN(Cc2ccco2)C(=O)c2ccc(OCC(C)C)cc2)cc1
?,1,-3%,1%,1%,12%,0%,-7%,7%,Cc1cccc(S(=O)(=O)Nc2cccc3c2C(=O)c2ccccc2-3)c1
-6%,6,3%,6%[57.1 µM],3%[57.1 µM],-1%,4%,12%,22%,COc1cccc(C2C(C(=O)c3sc(C)nc3C)=C(O)C(=O)N2CCN2CCOCC2)c1OC (stereo unspecified)
-18%,-5,-7%,2%,7%,?,12%,35%[activator],43%[activator],CCc1ccc(NC(=O)CSc2nc(-c3ccccc3)c(C#N)c(=O)[nH]2)cc1
-10%,-1,7%,-5%,-3%,1%,?,25%,34%,NNC(=O)CSc1c(-c2ccccc2)c2cc(Cl)ccc2[nH]c1=O
-20%,-7,0%,-2%[57.1 µM],-4%[57.1 µM],17%,2%,1%,3%,COc1ccc2c(c1)[C@H]1[C@H](CO2)[C@H](c2ccccc2)[C@]2(C)C(=O)Nc3cc(F)c(F)cc3C(=O)N12
?,-4,-8%,-11%,?,3%,5%,-1%,?,COc1ccc2ccccc2c1C1CC(=O)N2CN(Cc3ccco3)CSC2=C1C#N (stereo unspecified)
-20%,2,-1%,4%,15%,-1%,3%,-3%,12%[57 µM],Cc1ccc(C(=O)O/N=C(\N)c2cccnc2)cc1[N+](=O)[O-]
-22%,-1,-1%,8%,1%,-1%,1%,3%,-15%,COc1ccccc1C(=O)NC(CCSC)C(=O)N1CCN(C/C=C/c2ccccc2)CC1 (stereo unspecified)
-10%,15,17%,5%[57.1 µM],7.9µM*,2%,0%,-9%,25%,CC(C)(C)c1cc(CN2CCN(CCO)CC2)cc(C(C)(C)C)c1O
2%,-4,-5%,-3%,1%,-11%,1%,1%,11%,CC(=O)Nc1cccc(NC(=O)CSc2nc(=O)n(CCCN3CCOCC3)c3c2CCC3)c1
-10%,-12,-6%,-6%[57.1 µM],2%,2%,9%,-3%,16%,O=C(CSc1nc2c(sc3ccccc32)c(=O)n1CCCN1CCCC1)NCc1ccccc1
-25%,7,2%,0%,2%,-5%,-10%,0%,37%,Cc1nn(C(C)C(=O)NCc2ccccc2F)c(=O)c2nn(-c3ccccc3)c(C)c12 (stereo unspecified)
-13%,1,-4%,-6%,12%,-10%,6%,-1%,28%,CCCCSc1ccc(NC(=O)c2cccnc2)cc1
-3%,3,i,5%[57.1 µM],2%[57.1 µM],5%,4%,4%,47%[activator],Cc1ccc(OCC(=O)N(C)CC(=O)Nc2ccc(F)c(F)c2F)cc1
-10%,6,-2%,-6%,5%,13%,4%,15%,?,CCN1CCCc2cc(CN(CCN3CCOCC3)C(=S)Nc3cc(F)cc(F)c3)ccc21
-4%,-4,-10%,-11%,?,-3%,18%,?,-6%,S=c1[nH]nc(-c2cc(-c3ccco3)[nH]n2)n1-c1ccccc1Cl
-18%,1,-5%,7%[57.1 µM],3%[57.1 µM],0%,3%,0%,14%,CCOC(=O)C1CCN(C(c2cccc(F)c2)c2sc3nc(C)nn3c2O)CC1 (stereo unspecified)

2 entries drawn at random from those above, as already listed:
USP1-UAF1 inh,PI4K2A inh,PGK inhibitor,TrxR1 substrate,rTrxR1 inhibitor,Pin1 inh,mIDH1 inhibitor,GLS inhibitor,HP1b chromo inh,smiles
-18%,-5,-7%,2%,7%,?,12%,35%[activator],43%[activator],CCc1ccc(NC(=O)CSc2nc(-c3ccccc3)c(C#N)c(=O)[nH]2)cc1
-22%,1,-3%,3%,9%,-10%,0%,-4%,36%,Cc1ccc2[nH]cc(CCNC(=O)CN3C(=O)c4ccccc4C3=O)c2c1

Going on with the list.
USP1-UAF1 inh,PI4K2A inh,PGK inhibitor,TrxR1 substrate,rTrxR1 inhibitor,Pin1 inh,mIDH1 inhibitor,GLS inhibitor,HP1b chromo inh,smiles
-25%,7,i,1%&-7%,5%&4%,-5%&-8%,7%,-3%,9%&-6%,COc1ccc(C2CC(=O)Oc3c(C(CCN4CCOCC4)c4cc(OC)c(OC)c(OC)c4)c(OC)cc(OC)c32)cc1 (stereo unspecified)
-7%,3,-4%,-9%,-8%,-3%,12%,-2%,13%,Cc1c([N+](=O)[O-])cc(C(=O)Oc2cccc(C(=S)N3CCOCC3)c2)cc1[N+](=O)[O-]
-18%,-3,-6%,2%,9%,-3%,-5%,6%,30%,CC1(C(=O)O)CCC(C(=O)N2CCOCC2)C1(C)C (stereo unspecified)
-23%,-2,-9%,-3%[57.1 µM],-21%,-1%,2%,-24%,-18%,Cc1ccc(N/N=C(\C#N)C(N)=S)cc1C
-10%,1,0%,0%,4%,1%,-2%,-6%,48%[activator],O=C(COC(=O)c1ccccn1)Nc1nccs1
-13%,-11,-13%,-7%,-20%,15%,17%,11%,-1%,CCOc1ccc(NC(=O)Nc2cccs2)cc1
-21%,0,2%,3%,21%,1%,0%,-6%,25%,COc1ccc(NC(=O)Nc2cnccn2)cc1OC
-21%,10,i,-1%,-9%,-5%,0%,-7%,39%,Cc1ccc(C2C3=C(CC(C)(C)CC3=O)NC3=C2C(=O)CC(C)(C)C3)o1
-20%,13,0%,11%[57.1 µM],18%,1%,6%,8%,11%,COc1cc(CN2CCCC(CO)(Cc3ccccc3C)C2)cc2c1OCO2 (stereo unspecified)
-20%,2,-13%,-5%[57.1 µM],5%[57.1 µM],2%,1%,0%,28%,CC1CCN(CC(=O)N(C)c2c(N)n(Cc3ccccc3)c(=O)[nH]c2=O)CC1
-23%,-1,i,-7%[57.1 µM],5%[57.1 µM],-12%,-2%,-10%,18%[57 µM],CCCNC(=O)c1ccc(Cn2c(SCC(=O)NC(C)C)nc3ccccc3c2=O)cc1
-2%,5,-3%,5%,12%,?,-3%,0%,13%,CC1(C)CNC(=O)c2sc(NC(=O)c3ccccc3)nc2C1
-13%,4,i,1%,47%[activator],9%,8%,3%,43%[activator],CC1CCN(S(=O)(=O)c2ccc3c(ccn3CC(=O)NCc3ccccc3F)c2)CC1
-14%,2,-2%,-19%,3%[57.1 µM],5%,9%,0%,31%,O=C(Cc1cscn1)c1ccc(O)cc1O
-4%,3,7%,-5%,-16%,-3%,6%,-1%,10%,Cc1ccc(-c2nn(-c3ccccn3)c(=O)c3ccccc23)cc1C
3%,-14,5%,-16%,?,-10%,-5%,8%,15%,O=C(N1CCCCCC1)N1CCN(S(=O)(=O)c2cccc([N+](=O)[O-])c2)CC1
0%,2,-3%,-6%,6%,1%,3%,9%,19%,COC(=O)COc1ccc2c(=O)c(Oc3ccccc3)c(C)oc2c1
